Screening data (PubChem BioAssay)
All columns: NCI-60 one-dose screen, growth in % after 48 h at 10 µM unless noted; 100 = growth as untreated, 0 = no growth, -100 = all killed.
RPMI-8226 – RPMI-8226 leukemia cells. actives 7.5% (n = 77,000)
HOP-62 – HOP-62 NSCLC; actives 3.9% (n = 80,000); AID 1794735
CCRF-CEM – CCRF-CEM leukemia. actives 7% (n = 77,000). AID 1794778
MOLT-4 – MOLT-4 leukemia cells. actives 6.9% (n = 80,000)
MDA-MB-435 – MDA-MB-435 melanoma; actives 7.8% (n = 82,000); AID 1794794
K-562 – K-562 leukemia; AID 1794777; actives 7.4% (n = 78,000)
MDA-MB-468 – MDA-MB-468 breast cancer | actives 8.5% (n = 78,000)
SR – SR leukemia cells; actives 8.7% (n = 73,000); AID 1794780
Numbers without * were called inactive. How the source made its calls: active means growth percent below 10; inactive means the rest.

What do the screens show for `FC(F)(F)c1cccc(N=Nc2cccc(C(F)(F)F)c2)c1`?
RPMI-8226: 82.9; HOP-62: 88.5; CCRF-CEM: 100.2; MOLT-4: 106.4; MDA-MB-435: 107.9; K-562: 111.2; MDA-MB-468: 65.8; SR: 96.0

What do the screens show for `COc1ccc(CO)cc1OC`?
RPMI-8226: 105.3; HOP-62: 87.3; CCRF-CEM: 106.0; MOLT-4: 92.5; MDA-MB-435: 102.3; K-562: 93.0

What do the screens show for `CCOc1cc(C(=O)NCCN(CC)CC)nc2cc(Cl)ccc12`?
RPMI-8226: 100.6; HOP-62: 106.6; CCRF-CEM: 96.4; MOLT-4: 91.2; MDA-MB-435: 109.0; K-562: 96.3; MDA-MB-468: 101.9; SR: 91.0

What do the screens show for `O=C1CSC(c2ccc3c(c2)OCO3)N1Cc1ccccc1` (centres undefined)?
RPMI-8226: 100.4; HOP-62: 107.6; CCRF-CEM: 89.5; MOLT-4: 90.9; MDA-MB-435: 103.1; K-562: 105.6; MDA-MB-468: 88.2

Results for Brc1ccc(Nc2nnc(-c3c[nH]c4ccccc34)o2)cc1 ?
RPMI-8226: 71.1; HOP-62: 88.1; CCRF-CEM: 76.2; MOLT-4: 83.3; MDA-MB-435: 109.3; K-562: 96.4; MDA-MB-468: 87.7; SR: 93.0

How did N/C(=N\c1nc(-c2cccc([N+](=O)[O-])c2)cs1)NC(=O)Nc1cccc2ccccc12 do in these assays?
RPMI-8226: 94.7; HOP-62: 84.4; CCRF-CEM: 99.2; MOLT-4: 97.7; MDA-MB-435: 96.1; K-562: 91.4; MDA-MB-468: 88.0

What do the screens show for `CCN(CC)CCCC(Nc1c2ccc(Cl)cc2nc2ccc(OC)cc12)c1ccc(F)cc1` (centres undefined)?
RPMI-8226: -33.3*; CCRF-CEM: -18.5*; MOLT-4: 2.7*; MDA-MB-435: -86.9*; K-562: -42.8*; MDA-MB-468: 90.5; SR: -13.9*

Results for CC(C)(N)CNc1ccccc1 ?
RPMI-8226: 163.1; HOP-62: 101.8; CCRF-CEM: 122.3; MOLT-4: 109.2; MDA-MB-435: 105.6; K-562: 108.0; MDA-MB-468: 113.1; SR: 132.2

What do the screens show for `CCOC(=O)c1ccc(N/C=C/C(=O)c2ccc(Cl)cc2)cc1`?
RPMI-8226: 87.6; HOP-62: 112.4; CCRF-CEM: 85.7; MOLT-4: 99.4; MDA-MB-435: 97.0; K-562: 102.9; MDA-MB-468: 94.1; SR: 80.7

Results for O=C1CNc2cc(Cl)ccc2N1 ?
RPMI-8226: 102.6; HOP-62: 99.2; CCRF-CEM: 93.3; MOLT-4: 87.4; MDA-MB-435: 113.8; K-562: 104.1; MDA-MB-468: 116.7; SR: 94.7

What do the screens show for `O=S(=O)(Nc1cccc(Cl)c1)c1ccc(-c2cnc(C3CC3)o2)cc1`?
RPMI-8226: 17.8; HOP-62: 31.9; CCRF-CEM: 12.8; MDA-MB-435: -21.5*; K-562: 9.5*

How did CC(C)=C1OC(=O)C1(C)C do in these assays?
RPMI-8226: 95.9; HOP-62: 113.0; CCRF-CEM: 92.5; MDA-MB-435: 104.7; MDA-MB-468: 121.3

Results for O=C(Cc1ccccn1)Nc1nnc(OC2CCN(c3nnc(NC(=O)Cc4ccccn4)s3)CC2)s1 ?
RPMI-8226: 40.5; HOP-62: 70.5; CCRF-CEM: 76.6; MOLT-4: 89.1; MDA-MB-435: 91.3; K-562: 77.2; MDA-MB-468: 103.3; SR: 76.2

How did CCc1c(C)c2cc3nc(-c4ccc(Cl)cc4)oc3c(C)c2oc1=O do in these assays?
RPMI-8226: 99.9; HOP-62: 86.7; CCRF-CEM: 90.0; MOLT-4: 92.3; MDA-MB-435: 99.8; K-562: 101.0; MDA-MB-468: 107.7; SR: 108.5

What do the screens show for `CCn1ccnc1C(=O)/C=C/c1ccc(CC(=O)Nc2ccc(F)cc2)cc1`?
RPMI-8226: 2.4*; HOP-62: 8.5*; CCRF-CEM: 7.6*; MOLT-4: 24.2; MDA-MB-435: 20.0; K-562: 7.8*; MDA-MB-468: -13.8*; SR: 14.8

Results for CC(Nc1ccccc1)c1cccs1 (centres undefined) ?
RPMI-8226: 85.9; HOP-62: 79.2; CCRF-CEM: 91.7; MOLT-4: 92.5; MDA-MB-435: 106.8; K-562: 81.4; MDA-MB-468: 102.4; SR: 74.5

Results for CS(=O)(=O)c1ccc([N+](=O)[O-])cc1 ?
RPMI-8226: 110.7; HOP-62: 115.3; CCRF-CEM: 124.3; MOLT-4: 105.4; MDA-MB-435: 96.3; K-562: 112.8; MDA-MB-468: 95.2; SR: 111.2

What do the screens show for `CN[C@@]12CC3(C=CC(=O)C=C3)O[C@]1(Cc1ccc(OC)cc1)N(C)C(=O)N2`?
RPMI-8226: 17.2; HOP-62: 114.1; CCRF-CEM: 7.3*; MOLT-4: 73.0; MDA-MB-435: 31.4; K-562: 13.1; MDA-MB-468: 23.7

What do the screens show for `COc1cc(/C=C2/C(=O)N=C(NC(C)=O)N2C)ccc1OC(C)=O`?
RPMI-8226: 112.1; HOP-62: 93.9; CCRF-CEM: 117.8; MOLT-4: 94.5; MDA-MB-435: 99.9; K-562: 101.3; MDA-MB-468: 126.7; SR: 85.2

What do the screens show for `COc1ccc(C2NC(=O)NC(C)=C2C(=O)OC(C)C)cc1OC` (centres undefined)?
RPMI-8226: 102.7; HOP-62: 105.8; CCRF-CEM: 106.3; MOLT-4: 109.9; MDA-MB-435: 110.8; K-562: 98.6; MDA-MB-468: 111.1

How did CCn1c2ccccc2c2cc(C3CC3)ccc21 do in these assays?
RPMI-8226: 101.5; HOP-62: 94.6; CCRF-CEM: 97.5; MOLT-4: 98.5; MDA-MB-435: 100.7; K-562: 101.5; MDA-MB-468: 97.5; SR: 93.4

Results for Cc1cc2nc(C/C(=N/O)c3ccncc3)c(C/C(=N/O)c3ccncc3)nc2cc1C ?
RPMI-8226: 83.4; HOP-62: 124.4; CCRF-CEM: 90.5; MOLT-4: 80.0; MDA-MB-435: 85.3; K-562: 78.7; MDA-MB-468: 88.2; SR: 48.7

How did COc1cc(C)c(N)cc1N do in these assays?
RPMI-8226: 89.8; HOP-62: 93.3; CCRF-CEM: 124.9; MOLT-4: 144.3; MDA-MB-435: 111.4; K-562: 156.8; SR: 104.7

How did CC1(COC(=O)/C=C/c2ccc(O)c(O)c2)C(O)C(O)CC2(C)C1CCC1(C)C2CCC2C3C(C(=O)O)CCC3(C(=O)O)CCC21C (centres undefined) do in these assays?
RPMI-8226: 67.2; HOP-62: 102.7; MOLT-4: 39.7; MDA-MB-435: 99.1; K-562: 27.4; MDA-MB-468: 98.1; SR: 70.8

Results for COc1ccc(Cn2cc(C(=O)N=Nc3c(O)[nH]c4cc(Cl)c(F)cc34)nn2)cc1 ?
RPMI-8226: 116.2; HOP-62: 111.5; CCRF-CEM: 108.5; MOLT-4: 96.8; MDA-MB-435: 99.3; K-562: 90.8; MDA-MB-468: 107.9; SR: 99.5

Results for C[C@H](CCC(=O)NCc1ccc(C(=O)Nc2ccccc2N)cc1)[C@H]1CC[C@H]2[C@@H]3[C@@H](O)C[C@@H]4C[C@H](O)CC[C@]4(C)[C@H]3CC[C@]12C ?
RPMI-8226: 5.9*; HOP-62: 58.3; CCRF-CEM: 7.2*; MOLT-4: 10.7; MDA-MB-435: 60.2; K-562: 30.6; MDA-MB-468: 71.2; SR: 63.4

What do the screens show for `N#Cc1c(-c2ccc3c(c2)OCO3)c(C#N)c2c(C#N)c(N)nn2c1N`?
RPMI-8226: 65.4; HOP-62: 81.4; CCRF-CEM: 73.2; MOLT-4: 76.0; MDA-MB-435: 99.1; K-562: 91.8; MDA-MB-468: 75.2; SR: 60.2

What do the screens show for `C=CCOCCN(CC)CC`?
HOP-62: 102.5; CCRF-CEM: 105.6; MOLT-4: 115.6; MDA-MB-435: 112.0; K-562: 113.9; MDA-MB-468: 98.8; SR: 114.7

What do the screens show for `Cc1cc(C)c(C(=O)Sc2ccccc2)c(C)c1`?
RPMI-8226: 91.8; HOP-62: 95.3; CCRF-CEM: 88.0; MOLT-4: 66.0; MDA-MB-435: 101.8; K-562: 88.1; MDA-MB-468: 88.2; SR: 73.3

Results for N#Cc1ncc(-c2cc(F)c(F)c(F)c2)c(NC2CCCCCC2)n1 ?
RPMI-8226: 81.1; HOP-62: 100.4; CCRF-CEM: 83.9; MOLT-4: 78.1; MDA-MB-435: 95.5; K-562: 92.0; MDA-MB-468: 87.6; SR: 78.8

Results for CC(C)OC1OC(OC(C)C)C(OC(C)C)OC1OC(C)C (centres undefined) ?
RPMI-8226: 94.5; HOP-62: 123.1; CCRF-CEM: 93.4; MOLT-4: 80.2; MDA-MB-435: 109.6; K-562: 92.5; MDA-MB-468: 101.0; SR: 100.4

Results for CCC(C)(C(C#N)C(N)=O)C(C#N)C(N)=O (centres undefined) ?
RPMI-8226: 108.9; HOP-62: 107.2; CCRF-CEM: 96.9; MOLT-4: 115.6; MDA-MB-435: 100.3; K-562: 111.8; MDA-MB-468: 93.2; SR: 103.9

What do the screens show for `CC(=O)C(Cc1ccc(CC(C(C)=O)C(C)=O)cc1)C(C)=O`?
HOP-62: 107.4; CCRF-CEM: 108.0; MOLT-4: 95.6; MDA-MB-435: 105.8; K-562: 96.1; MDA-MB-468: 121.2; SR: 85.2

Results for O=C1NCCc2c1c1ccccc1[nH]c2=O ?
RPMI-8226: 108.6; HOP-62: 104.8; CCRF-CEM: 100.3; MOLT-4: 87.2; MDA-MB-435: 107.2; K-562: 81.1; MDA-MB-468: 94.2; SR: 86.2

How did O=c1oc2ccc(Br)cc2c(=O)n1-c1ccc(Cl)cc1F do in these assays?
RPMI-8226: -25.5*; HOP-62: 2.2*; CCRF-CEM: 6.9*; MOLT-4: -8.4*; MDA-MB-435: -8.8*; K-562: 6.0*; MDA-MB-468: -1.2*

What do the screens show for `NC(=S)N/N=C(/C=C/c1cn(-c2ccccc2)nc1-c1ccc(Cl)cc1)c1cc2ccccc2oc1=O`?
RPMI-8226: 41.0; HOP-62: 43.0; CCRF-CEM: 8.2*; MOLT-4: 23.7; MDA-MB-435: 55.6; K-562: 20.8; MDA-MB-468: 52.2; SR: 39.7

How did O=C1C=C(OCC=C(C(F)(F)F)C(F)(F)F)c2ccccc2C1=O do in these assays?
RPMI-8226: -38.7*; HOP-62: 66.6; CCRF-CEM: -33.9*; MOLT-4: -36.9*; MDA-MB-435: -40.2*; K-562: -15.5*; MDA-MB-468: -51.2*; SR: -19.7*

What do the screens show for `Cc1ccc(N2C(=O)C3C(C2=O)C2(c4ccccc4)C(=O)C3(c3ccccc3)C(c3ccccc3)=C2c2ccccc2)cc1` (centres undefined)?
RPMI-8226: 53.4; HOP-62: 86.5; CCRF-CEM: 68.1; MOLT-4: 46.3; MDA-MB-435: 64.3; K-562: 34.1; MDA-MB-468: 27.3; SR: 27.1

Results for O=C(Nc1ccc(C2=NCCN2)cc1)Nc1ccc(C2=NCCN2)cc1 ?
RPMI-8226: 75.9; HOP-62: 94.2; CCRF-CEM: 93.2; MOLT-4: 88.9; MDA-MB-435: 98.3; K-562: 75.9; MDA-MB-468: 64.5; SR: 70.5

What do the screens show for `CC1C(=O)C(C)C(c2ccc(Cl)cc2)NC1c1ccncc1` (centres undefined)?
RPMI-8226: 82.3; HOP-62: 110.4; CCRF-CEM: 92.6; MOLT-4: 88.7; MDA-MB-435: 101.7; MDA-MB-468: 99.5; SR: 114.2

How did COc1cc2ncnc(Oc3ccc(NC(=O)Nc4ccc(C5(C#N)CCCC5)cc4)c4ccccc34)c2cc1OC do in these assays?
RPMI-8226: 58.8; HOP-62: 41.5; CCRF-CEM: 77.5; MOLT-4: 60.9; MDA-MB-435: 43.4; MDA-MB-468: 38.2; SR: 70.3

How did Cc1cc(=O)oc2c(C)cc(C(C)(C)C)cc12 do in these assays?
RPMI-8226: 87.2; HOP-62: 93.4; CCRF-CEM: 107.2; MOLT-4: 99.5; MDA-MB-435: 104.9; K-562: 89.5; MDA-MB-468: 95.6; SR: 90.8

Results for CCCCCCCCCCCCCC ?
RPMI-8226: 102.8; HOP-62: 98.2; CCRF-CEM: 90.4; MOLT-4: 110.9; MDA-MB-435: 104.1; K-562: 112.8; MDA-MB-468: 109.5

Sorted by heavy-atom count (falling): some entries from above
What do the screens show for `NC(=S)N/N=C(/C=C/c1cn(-c2ccccc2)nc1-c1ccc(Cl)cc1)c1cc2ccccc2oc1=O`?
RPMI-8226: 41.0; HOP-62: 43.0; CCRF-CEM: 8.2*; MOLT-4: 23.7; MDA-MB-435: 55.6; K-562: 20.8; MDA-MB-468: 52.2; SR: 39.7

What do the screens show for `CCn1ccnc1C(=O)/C=C/c1ccc(CC(=O)Nc2ccc(F)cc2)cc1`?
RPMI-8226: 2.4*; HOP-62: 8.5*; CCRF-CEM: 7.6*; MOLT-4: 24.2; MDA-MB-435: 20.0; K-562: 7.8*; MDA-MB-468: -13.8*; SR: 14.8

Results for CC(C)OC1OC(OC(C)C)C(OC(C)C)OC1OC(C)C (centres undefined) ?
RPMI-8226: 94.5; HOP-62: 123.1; CCRF-CEM: 93.4; MOLT-4: 80.2; MDA-MB-435: 109.6; K-562: 92.5; MDA-MB-468: 101.0; SR: 100.4

What do the screens show for `Cc1cc(C)c(C(=O)Sc2ccccc2)c(C)c1`?
RPMI-8226: 91.8; HOP-62: 95.3; CCRF-CEM: 88.0; MOLT-4: 66.0; MDA-MB-435: 101.8; K-562: 88.1; MDA-MB-468: 88.2; SR: 73.3

How did Cc1cc(=O)oc2c(C)cc(C(C)(C)C)cc12 do in these assays?
RPMI-8226: 87.2; HOP-62: 93.4; CCRF-CEM: 107.2; MOLT-4: 99.5; MDA-MB-435: 104.9; K-562: 89.5; MDA-MB-468: 95.6; SR: 90.8

What do the screens show for `COc1ccc(CO)cc1OC`?
RPMI-8226: 105.3; HOP-62: 87.3; CCRF-CEM: 106.0; MOLT-4: 92.5; MDA-MB-435: 102.3; K-562: 93.0
